Shn3 inh set2 – inhibitors of Schnurri-3 3'UTR reporter in osteoblasts | Clone20 osteoblast Shn3 3'UTR firefly luciferase, 24 h | AID 588674 | actives 0.52% (n = 360,000) | inhibition, % at 12.5 µM;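 active = mean inhibition of at least 75% with every replicate also reaching 75%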;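 note: 0% = median of neutral control wells and 100% = pilot-screen positive control compound; some compounds past the cut are filed as inactive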
NR2E3 ag-1 – NR2E3 (human) agonism. AID 2300. actives 0.12% (n = 320,000). GST-NR2E3/biotin-RetCOR TR-FRET, 1536-well. inhibition of corepressor binding, % at 4.78 µM;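 active = percent inhibition above the cutoff of mean plus 3 SD of all tested compounds, set per screening campaign, cut at about 20% in these data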;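 note: 0% = DMSO wells and 100% = biotin wells as full block of FRET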
Target sequence (Q9Y5X4 whole entry, looked up): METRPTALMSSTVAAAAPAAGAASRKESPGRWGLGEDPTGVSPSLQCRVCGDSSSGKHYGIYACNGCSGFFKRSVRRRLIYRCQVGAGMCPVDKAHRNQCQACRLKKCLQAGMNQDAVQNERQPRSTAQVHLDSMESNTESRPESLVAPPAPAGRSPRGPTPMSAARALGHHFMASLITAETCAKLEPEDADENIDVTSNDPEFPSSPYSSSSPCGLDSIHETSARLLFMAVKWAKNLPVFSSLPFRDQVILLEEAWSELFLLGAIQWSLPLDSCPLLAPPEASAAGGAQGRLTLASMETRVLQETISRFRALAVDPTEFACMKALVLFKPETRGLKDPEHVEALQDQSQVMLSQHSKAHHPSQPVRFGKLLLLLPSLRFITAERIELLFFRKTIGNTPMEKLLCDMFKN
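System: GST-tagged NR2E3 plus biotinylated RetCOR corepressor; Amount: 1.35 nM GST-tagged NR2E3 final; Dosing: single nominal compound dose of 4.8 µM; Schedule: 5 h incubation at 4 °C; Technique: TR-FRET with europium anti-GST and streptavidin-D2, 340 nm excitation; Controls: biotin wells as high control, 0.6% DMSO wells as low control.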
PDI inh – inhibitors of human protein disulfide isomerase; P07237; inhibition, % at 10 µM; actives 0.052% (n = 350,000); PDI insulin aggregation turbidity, A650, 90 min;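 active = mean inhibition across replicates of 30% or more, whatever share of single replicates reach that level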;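 note: absorbance from insulin aggregation driven by PDI reduction with DTT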
Target sequence (P07237 whole entry, looked up): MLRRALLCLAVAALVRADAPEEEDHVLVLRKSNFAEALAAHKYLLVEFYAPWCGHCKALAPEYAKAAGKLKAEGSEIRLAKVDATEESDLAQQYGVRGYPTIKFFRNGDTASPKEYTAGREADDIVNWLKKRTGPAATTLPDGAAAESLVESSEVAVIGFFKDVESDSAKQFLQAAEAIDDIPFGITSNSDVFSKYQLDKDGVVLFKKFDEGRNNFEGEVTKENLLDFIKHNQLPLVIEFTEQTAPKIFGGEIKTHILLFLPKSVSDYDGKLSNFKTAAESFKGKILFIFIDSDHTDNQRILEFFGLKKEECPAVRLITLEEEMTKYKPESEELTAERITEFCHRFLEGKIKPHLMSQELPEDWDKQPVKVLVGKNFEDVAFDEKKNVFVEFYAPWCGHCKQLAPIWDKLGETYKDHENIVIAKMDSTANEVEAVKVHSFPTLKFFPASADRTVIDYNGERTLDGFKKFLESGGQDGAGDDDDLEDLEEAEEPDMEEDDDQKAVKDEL
TRPM1 prom inh – inhibitors of MITF-driven TRPM1 promoter in melanoma cells | SK-MEL-5 TRPM1 promoter luciferase, 24 h | inhibition, % at 12.5 µM | actives 0.83% (n = 330,000);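 active = mean inhibition across replicates of 60% or more, whatever share of single replicates reaches that level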; note: values of inactives mirror those of a sister screen read the other way
Vif inh – inhibitors of HIV Vif; HEK293T cells, Vif self-association by quenched fluorescence, imaging, 24 h; inhibition, % at 7.49 µM; actives 0.35% (n = 340,000); AID 602346; in the data active = inhibition above about 50%, passing the limit was not always enough; note: some results filed as inactive read as strong as hits
CF NFkB inh – inhibitors of cystic fibrosis induced NF-kB. KKLEB NF-kB-GFP reporter, PAF-induced, GFP fluorescence overnight. inhibition, % at 5 µM. actives 0.86% (n = 360,000). AID 588850;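 active = at least 50% inhibition at 5 µM, scaled per plate between neutral and stimulator controls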;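 note: PAF is a Pseudomonas aeruginosa culture filtrate used as stimulus; plate controls were PAF-stimulated DMSO wells for no effect and unstimulated DMSO wells for full effect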
Peg3 promoter – reduces Peg3 promoter-driven luciferase expression in HeLa. HeLa PEG-Prom luciferase reporter, luminescence, overnight. inhibition, % at 20 µM. actives 1.7% (n = 360,000). AID 588405;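 active = inhibition of at least 50% at 20 µM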
CaV13 ICDI inh – Disruptors of the CACNA1D IQ motif to Ca2+-dependent inactivation inhibitor domain association, primary screening, Förster resonance energy transfer in intact living …; HEK cells, CFP/YFP FRET ICDI-IQ, plate reader, 10 min; percent FRET-ratio fall versus neutral wells; inhibition, % at 12.3 µM; AID 743397; actives 0.098% (n = 340,000);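 active = mean replicate inhibition of at least 30% and at least 1% of replicates passing that level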;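 note: 0% = median of the neutral control wells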
HIF-2a block – HIF-2a inhibition; 786-0 RCC cells HIF-2a reporter, luciferase luminescence, overnight; inhibition, % at 18.8 µM; actives 0.72% (n = 360,000);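 active = inhibition of the luminescence signal of 40% or more relative to plate controls, in a single-dose primary screen at 18.75 µM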
NR2E3 ag-2 – human photoreceptor-specific nuclear receptor agonism. inhibition of corepressor binding, % at 3.98 µM. actives 0.35% (n = 360,000). AID 602229. Q9Y5X4. CHO-S Gal4-NCOR/VP16-NR2E3 two-hybrid, luciferase;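 active = inhibition above the mean of all tested compounds plus 3 SD, cut at about 70% in these data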;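 note: 0% = DMSO with NR2E3 transfected cells and 100% = cells lacking NR2E3 construct; higher means lower luciferase signal from less NR2E3 corepressor binding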
KKLEB tox – reduces viability of KKLEB cystic fibrosis airway cells; KKLEB CF airway cells viability, ATPlite luminescence, overnight; hits give low values; cells stimulated with P. aeruginosa culture filtrate; activity change (cytotoxicity), % at 5 µM; actives 0.36% (n = 360,000); AID 602141;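 active = corrected activity change at or below -50% at 5 µM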
Numbers without * were called inactive.

How did CN([C@@H](Cc1ccc(OS(=O)(=O)c2cccc3cnccc23)cc1)C(=O)N1CCN(c2ccccc2)CC1)S(=O)(=O)c1cccc2cnccc12 do in these assays?
Shn3 inh set2: -35; NR2E3 ag-1: 1; PDI inh: -8; TRPM1 prom inh: -7; Vif inh: -19; CF NFkB inh: 21; Peg3 promoter: 24; HIF-2a block: 11; NR2E3 ag-2: 13; KKLEB tox: -5

Results for COc1ccccc1N1CCN(C(=O)c2ccc(Cl)c(S(=O)(=O)NCc3ccco3)c2)CC1 ?
Shn3 inh set2: 6; NR2E3 ag-1: 2; PDI inh: 13; TRPM1 prom inh: 19; Vif inh: -5; CF NFkB inh: 19; Peg3 promoter: 27; CaV13 ICDI inh: -4; HIF-2a block: 24; NR2E3 ag-2: -49; KKLEB tox: -8

What do the screens show for `CCCCCCCCNC(CO)(CO)CO`?
Shn3 inh set2: 1; NR2E3 ag-1: 2; PDI inh: 6; Vif inh: 2; CF NFkB inh: -8; Peg3 promoter: 14; CaV13 ICDI inh: -4; HIF-2a block: 16; NR2E3 ag-2: 4; KKLEB tox: 8

How did Cn1c(SCC(=O)Nc2ccc(Cl)cn2)nnc1C1CC1 do in these assays?
Shn3 inh set2: -15; NR2E3 ag-1: 3; PDI inh: -2; TRPM1 prom inh: -2; Vif inh: 0; CF NFkB inh: 1; Peg3 promoter: 0; CaV13 ICDI inh: -9; HIF-2a block: -25; NR2E3 ag-2: 18; KKLEB tox: -2

How did CCn1c(=O)c(NC(=O)c2ccccc2)c2n(c1=S)CCCCC2 do in these assays?
Shn3 inh set2: -15; NR2E3 ag-1: -1; PDI inh: -8; TRPM1 prom inh: 3; Vif inh: 7; CF NFkB inh: -7; Peg3 promoter: 1; HIF-2a block: 7; NR2E3 ag-2: -38; KKLEB tox: 16

What do the screens show for `CN(C)CCNC(=O)c1ccc(Sc2ccc(Br)cc2)c([N+](=O)[O-])c1`?
Shn3 inh set2: 7; NR2E3 ag-1: 2; PDI inh: 0; TRPM1 prom inh: -9; Vif inh: 2; CF NFkB inh: 19; Peg3 promoter: 94*; CaV13 ICDI inh: -6; HIF-2a block: 9; NR2E3 ag-2: 7; KKLEB tox: -6

How did COc1ccc(-n2nnnc2CNC(=O)C2CC(=O)N(c3ccc(Cl)cc3)C2)cc1 (configuration not stated) do in these assays?
Shn3 inh set2: -30; NR2E3 ag-1: 0; PDI inh: 4; TRPM1 prom inh: 3; Vif inh: -1; CF NFkB inh: -17; Peg3 promoter: 4; CaV13 ICDI inh: -16; HIF-2a block: 12; NR2E3 ag-2: 5; KKLEB tox: 0

How did O=C(CSc1ncnc2sccc12)N1CCCCC1 do in these assays?
Shn3 inh set2: -32; PDI inh: 6; TRPM1 prom inh: -72; Vif inh: 9; CF NFkB inh: -11; Peg3 promoter: -202; CaV13 ICDI inh: -6; HIF-2a block: -202; NR2E3 ag-2: -133; KKLEB tox: 16

Results for CCC(C)(C)C1CCC2(CC1)NC(=O)N(CC(=O)NC(C)CCc1ccccc1)C2=O (configuration not stated) ?
Shn3 inh set2: 28; PDI inh: -5; TRPM1 prom inh: -4; Vif inh: -2; CF NFkB inh: 19; Peg3 promoter: 15; CaV13 ICDI inh: -4; HIF-2a block: 23; NR2E3 ag-2: 13; KKLEB tox: -19

What do the screens show for `CCOc1ccc(S(=O)(=O)N2CCC(C(=O)NCc3cccnc3)CC2)cc1`?
Shn3 inh set2: 7; NR2E3 ag-1: -1; PDI inh: 2; TRPM1 prom inh: -9; CF NFkB inh: -15; Peg3 promoter: 3; CaV13 ICDI inh: -3; HIF-2a block: 3; NR2E3 ag-2: -5; KKLEB tox: 3

Results for OC[C@H]1O[C@@H](c2nc3ccc(-c4nc(-c5ccc(Br)cc5)no4)cc3[nH]2)C[C@@H]1O ?
Shn3 inh set2: -74; PDI inh: 12; Vif inh: 11; CF NFkB inh: -38; Peg3 promoter: -182; CaV13 ICDI inh: -8; HIF-2a block: -296; NR2E3 ag-2: -36; KKLEB tox: 14

What do the screens show for `CCOC(=O)NC1(C(F)(F)F)NC(=O)N(c2cccc(C(F)(F)F)c2)C1=O` (configuration not stated)?
Shn3 inh set2: 13; NR2E3 ag-1: -1; PDI inh: 0; TRPM1 prom inh: 0; Vif inh: 8; CF NFkB inh: 15; Peg3 promoter: 17; CaV13 ICDI inh: -3; HIF-2a block: 11; NR2E3 ag-2: 18; KKLEB tox: 4

What do the screens show for `N#CCCN(C1CCCCC1)S(=O)(=O)c1cccc2nsnc12`?
Shn3 inh set2: 10; NR2E3 ag-1: -1; PDI inh: -4; TRPM1 prom inh: -1; Vif inh: 7; CF NFkB inh: 9; Peg3 promoter: -2; CaV13 ICDI inh: -16; HIF-2a block: 9; NR2E3 ag-2: -29; KKLEB tox: -6

How did Oc1cccc(-c2nc3ccccc3s2)c1 do in these assays?
Shn3 inh set2: -16; NR2E3 ag-1: 4; PDI inh: -7; TRPM1 prom inh: -16; Vif inh: 0; CF NFkB inh: -8; Peg3 promoter: -148; CaV13 ICDI inh: -2; HIF-2a block: -107; NR2E3 ag-2: -84; KKLEB tox: -11

Results for CC#CCN1c2ccccc2[C@]23C[C@@H](C(=O)OC)N(C(=O)C4CCC4)C2=NC(C(=O)OC)=C(C(=O)OC)[C@H]13 ?
Shn3 inh set2: -22; NR2E3 ag-1: -1; PDI inh: 0; TRPM1 prom inh: -9; Vif inh: -1; CF NFkB inh: 27; Peg3 promoter: 75*; CaV13 ICDI inh: -10; HIF-2a block: 15; NR2E3 ag-2: -1; KKLEB tox: -6

Arranged by heavy-atom count (high to low): some entries from above.
Results for CCC(C)(C)C1CCC2(CC1)NC(=O)N(CC(=O)NC(C)CCc1ccccc1)C2=O (configuration not stated) ?
Shn3 inh set2: 28; PDI inh: -5; TRPM1 prom inh: -4; Vif inh: -2; CF NFkB inh: 19; Peg3 promoter: 15; CaV13 ICDI inh: -4; HIF-2a block: 23; NR2E3 ag-2: 13; KKLEB tox: -19

How did CCn1c(=O)c(NC(=O)c2ccccc2)c2n(c1=S)CCCCC2 do in these assays?
Shn3 inh set2: -15; NR2E3 ag-1: -1; PDI inh: -8; TRPM1 prom inh: 3; Vif inh: 7; CF NFkB inh: -7; Peg3 promoter: 1; HIF-2a block: 7; NR2E3 ag-2: -38; KKLEB tox: 16

What do the screens show for `N#CCCN(C1CCCCC1)S(=O)(=O)c1cccc2nsnc12`?
Shn3 inh set2: 10; NR2E3 ag-1: -1; PDI inh: -4; TRPM1 prom inh: -1; Vif inh: 7; CF NFkB inh: 9; Peg3 promoter: -2; CaV13 ICDI inh: -16; HIF-2a block: 9; NR2E3 ag-2: -29; KKLEB tox: -6

How did Cn1c(SCC(=O)Nc2ccc(Cl)cn2)nnc1C1CC1 do in these assays?
Shn3 inh set2: -15; NR2E3 ag-1: 3; PDI inh: -2; TRPM1 prom inh: -2; Vif inh: 0; CF NFkB inh: 1; Peg3 promoter: 0; CaV13 ICDI inh: -9; HIF-2a block: -25; NR2E3 ag-2: 18; KKLEB tox: -2

What do the screens show for `CCCCCCCCNC(CO)(CO)CO`?
Shn3 inh set2: 1; NR2E3 ag-1: 2; PDI inh: 6; Vif inh: 2; CF NFkB inh: -8; Peg3 promoter: 14; CaV13 ICDI inh: -4; HIF-2a block: 16; NR2E3 ag-2: 4; KKLEB tox: 8

(more compounds)
Results for COc1ccc(N2CCN(CCCNC(=O)Cn3c(=O)c4cccn4c4ccccc43)CC2)cc1 ?
Shn3 inh set2: 5; NR2E3 ag-1: 1; PDI inh: 0; TRPM1 prom inh: -5; Vif inh: -24; CF NFkB inh: 2; Peg3 promoter: 2; CaV13 ICDI inh: -2; HIF-2a block: 11; NR2E3 ag-2: -15; KKLEB tox: -9

How did COCc1nnc(NC(=O)c2cccs2)s1 do in these assays?
Shn3 inh set2: -31; NR2E3 ag-1: 0; PDI inh: -1; TRPM1 prom inh: 2; Vif inh: -28; CF NFkB inh: 10; Peg3 promoter: -9; CaV13 ICDI inh: -4; HIF-2a block: -11; NR2E3 ag-2: -18; KKLEB tox: -11

Results for O=C(Oc1ccc(-c2ccccc2)cc1)c1ccco1 ?
Shn3 inh set2: -14; PDI inh: -1; TRPM1 prom inh: -30; Vif inh: -8; CF NFkB inh: 2; Peg3 promoter: -55; CaV13 ICDI inh: -5; HIF-2a block: -60; NR2E3 ag-2: -24; KKLEB tox: 5

How did O=C(O)CCSc1nc2ccccc2s1 do in these assays?
Shn3 inh set2: 43; NR2E3 ag-1: 2; PDI inh: 3; TRPM1 prom inh: 4; Vif inh: -2; CF NFkB inh: 9; Peg3 promoter: 47; CaV13 ICDI inh: -10; HIF-2a block: 89*; NR2E3 ag-2: 54; KKLEB tox: -2

Results for CC(NC(=O)c1nn(C)c(=O)c2ccccc12)c1ccc(F)cc1 (configuration not stated) ?
Shn3 inh set2: -11; NR2E3 ag-1: 1; PDI inh: 9; TRPM1 prom inh: 5; Vif inh: 5; CF NFkB inh: 5; Peg3 promoter: 15; CaV13 ICDI inh: -12; HIF-2a block: 20; NR2E3 ag-2: 24; KKLEB tox: -6

What do the screens show for `COc1cccc(C2=N/C(=C\N(C)C)C(=O)O2)c1`?
Shn3 inh set2: 0; NR2E3 ag-1: 5; PDI inh: 9; TRPM1 prom inh: -58; Vif inh: 4; CF NFkB inh: 3; Peg3 promoter: -150; CaV13 ICDI inh: -2; HIF-2a block: -149; NR2E3 ag-2: -37; KKLEB tox: 10

What do the screens show for `COc1ccc2cnn(-c3ccc(OC(F)(F)Cl)cc3)c(=O)c2c1OC`?
Shn3 inh set2: -28; NR2E3 ag-1: -2; PDI inh: -5; TRPM1 prom inh: -36; Vif inh: -3; CF NFkB inh: -19; Peg3 promoter: -101; CaV13 ICDI inh: -12; HIF-2a block: -152; NR2E3 ag-2: 8; KKLEB tox: 18

How did NS(=O)(=O)c1ccc(Nc2c([N+](=O)[O-])cncc2[N+](=O)[O-])cc1 do in these assays?
Shn3 inh set2: 11; NR2E3 ag-1: -3; PDI inh: -2; TRPM1 prom inh: 4; Vif inh: -4; CF NFkB inh: 6; Peg3 promoter: 7; CaV13 ICDI inh: 2; HIF-2a block: -4; NR2E3 ag-2: -23; KKLEB tox: -4

Results for CC1(C)CC(=O)C2=C(C1)Nc1ncnn1C2c1cccs1 (configuration not stated) ?
Shn3 inh set2: -32; NR2E3 ag-1: -2; PDI inh: -5; TRPM1 prom inh: 4; Vif inh: -6; CF NFkB inh: -10; Peg3 promoter: 27; CaV13 ICDI inh: 3; HIF-2a block: 18; NR2E3 ag-2: 21; KKLEB tox: -1

Assay outcomes deposited in PubChem BioAssay by several laboratories.
